Bioassay records deposited in PubChem by National Center for Advancing Translational Sciences (NCATS).
BRCA1 expr act: activators of BRCA1 expression. Potency, µM (titrated, usually from 46.1 µM), without a hit: top-dose activation, most hits filed as activators. MCF7-BRCA1-FFLuc reporter, luminescence, 48 h; response scale: scaled: vehicle 0%, 10 µM genistein 100%. AID 624202. 1.1% of 380,000 active; note: nearly all actives have a fitted effect of over 80% in size; some results filed as inactive show a strong effect at the top dose
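Compounds are tested at multiple concentrations on MCF7 BRCA1-luciferase reporter cells seeded at 2000 per well; after 48 h, a single luminescence end-point is taken and curves fitted to the normalized data.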
uPA generation: cell surface uPA generation inhibition. Potency, µM (series often up to 38.3 µM), for the others: at the highest dose activity change, negative = inhibition, actives largely listed as inhibitors. 0.31% of 330,000 active. cell surface uPA generation assay, qHTS; active = well fitted inhibition curve with a large enough effect; inconclusive = small, poorly fitted or top-dose-only effect; inactive = no such curve, though single readings can be large or run the other way; tested in mouse RAW 264.7 cells; note: % is set by controls: 0 for no effect and ±100 for the full control effect; nearly all actives have a fitted effect of over 55% in size
MBNL1 CUG block: MBNL1-poly(CUG) RNA binding inhibition | Q9NR56 | TR-FRET MBNL1-His/biotin-(CUG)12 binding, 665/545 ratio | Potency, µM (series often up to 57.5 µM), for the others: at the top dose activity change, negative = inhibition, usual class: inhibitors | 0.036% of 280,000 active; active = well fitted inhibition curve with a large enough effect in the signal ratio, with a control signal flat, not every such curve was filed as active; inconclusive = small, poorly fitted or top-dose-only effect, or effect the other way, or a change in a side signal; inactive = no such curve, though single readings can be large or run the other way; the % refers to the signal ratio; note: % is set by controls: 0 for no effect and ±100 for the full control effect
Target sequence (Q9NR56 whole entry, looked up): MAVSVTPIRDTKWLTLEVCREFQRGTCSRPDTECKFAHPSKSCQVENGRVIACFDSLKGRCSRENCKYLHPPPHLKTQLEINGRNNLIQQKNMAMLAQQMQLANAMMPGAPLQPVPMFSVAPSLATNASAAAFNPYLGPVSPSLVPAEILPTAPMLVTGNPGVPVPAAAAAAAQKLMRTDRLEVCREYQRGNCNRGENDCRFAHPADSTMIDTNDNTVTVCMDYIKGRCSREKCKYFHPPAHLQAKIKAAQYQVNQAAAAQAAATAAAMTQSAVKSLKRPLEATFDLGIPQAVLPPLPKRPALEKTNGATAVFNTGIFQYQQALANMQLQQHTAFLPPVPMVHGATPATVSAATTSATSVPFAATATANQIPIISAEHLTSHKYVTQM
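Compound titration spanned 92 nM–58 uM against the MBNL1-His/biotin-(CUG)12 complex. After 60 min at room temperature with 5 nM streptavidin-XL665 and 0.055 ng/ul terbium anti-His, ratiometric 665/545 nm emission (Ex 340 nm) normalized to controls.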
NPC1 promoter act: activates the NPC1 promoter. 2.4% of 320,000 active. Huh7 NPC1 promoter luciferase reporter, 24 h. Potency, µM (series often up to 9.22 µM), without a hit: top-dose activation, hits mostly activators;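 note: % of control where 0% means no effect; nearly all actives have a fitted effect of over 60% in size; reporter is driven by a mutant NPC1 promoter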
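Readout is luciferase luminescence, reflecting NPC1 promoter activation in stably transfected Huh7 cells after 24 h compound exposure at 37 °C in reduced-serum medium with 10% FBS.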
p53 reactivation: restores transcriptional activity of mutant p53; AID 504706; Potency, µM (titrated, usually from 92.2 µM), without a hit: at the top dose activity change, positive = activation, usual class: activators; 0.063% of 320,000 active; H1299 p53-A138V BP100-luciferase reporter, luminescence, 24 h; note: % of control where 0% means no effect; nearly all actives have a fitted effect of over 45% in size
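H1299 (p53-null), stable ts p53-A138V + BP100-Luc; 1000 cells/well, Opti-MEM/10% FBS; cpd 4 pt, 1:5; 24 h, 37 deg C, 5% CO2; detection reagent 10 min RT; luminescence.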
ELG1 genotoxic: genotoxicity induction in ELG1-luciferase HEK293T cells; AID 504466; HEK293T ELG1-luciferase reporter, luminescence, 16 h; Potency, µM (titrated, usually from 46 µM), for the others: top-dose activity change, positive = activation, actives largely listed as activators; 1.3% of 330,000 active; note: % of control where 0% means no effect; nearly all actives have a fitted effect of over 60% in size
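Screening used a luciferase reporter fused to human ELG1 in HEK293T cells. Luminescence was read on a CCD plate imager after 16 hr exposure and 30 min ONE-Glo incubation.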
Rab9 promoter act: activators of Rab9 promoter; 2.8% of 320,000 active; Huh7 Rab9 promoter-luciferase reporter, luminescence, 24 h; Potency, µM (highest dose often 9.22 µM), for inactives: at the top dose activation, negative = inhibition, usual class: activators; note: % of control where 0% means no effect; nearly all actives have a fitted effect of over 60% in size
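Cell-based reporter: Huh7 stable for Rab9 promoter-driven luciferase, plated in reduced-serum medium with 10% FBS at 1500 cells/well, compound-treated 24 h at 37 °C, luminescence read after 10 min reagent.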
VP16 counter: inhibits Gal4-VP16 luciferase reporter, ROR gamma counter-screen; Drosophila S2 Gal4-VP16 UAS-luciferase, luminescence, 20 h; Potency, µM (doses to about 53.6 µM), without a hit: at the top dose activity, negative = inhibition, hits mostly inhibitors; 3.5% of 310,000 active; AID 2546;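 note: Gal4-VP16 expression switched on by copper sulfate through the metallothionein promoter; % is set by controls: 0 for no effect and ±100 for the full control effect; nearly all actives have a fitted effect of over 50% in size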
FLuc modulator: counter-screen for miR-21 project: firefly luciferase inhibitors or activators. purified FLuc, Km substrates, luminescence inhibition. Potency, µM (series often up to 57.5 µM), for inactives: at the highest dose activity change, negative = inhibition, hits mostly inhibitors. 6.9% of 360,000 active. P08659;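 note: plate controls were vehicle for no effect and reference inhibitor for full effect; nearly all actives have a fitted effect of over 55% in size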
Target sequence (P08659 whole entry, looked up): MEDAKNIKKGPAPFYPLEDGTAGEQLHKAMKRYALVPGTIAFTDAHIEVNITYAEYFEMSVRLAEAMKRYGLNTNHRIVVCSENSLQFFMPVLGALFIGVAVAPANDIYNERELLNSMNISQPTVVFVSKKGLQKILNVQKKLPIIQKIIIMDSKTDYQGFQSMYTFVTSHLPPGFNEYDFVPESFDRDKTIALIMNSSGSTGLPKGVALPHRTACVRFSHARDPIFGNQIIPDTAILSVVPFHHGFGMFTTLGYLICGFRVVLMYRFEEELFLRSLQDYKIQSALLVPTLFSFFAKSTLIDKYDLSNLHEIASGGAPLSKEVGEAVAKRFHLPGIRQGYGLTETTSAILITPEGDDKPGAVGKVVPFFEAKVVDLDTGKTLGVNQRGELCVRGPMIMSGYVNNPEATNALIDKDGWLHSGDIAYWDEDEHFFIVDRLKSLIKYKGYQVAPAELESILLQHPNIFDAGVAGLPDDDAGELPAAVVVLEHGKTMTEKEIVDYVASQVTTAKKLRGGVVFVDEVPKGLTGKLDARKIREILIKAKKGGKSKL
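Purified P. pyralis luciferase (10nM final) with 10uM D-luciferin and 10uM ATP (Km levels) in 50mM Tris acetate pH 7.5, 10mM Mg acetate, 0.01% Tween-20, 0.05% BSA; qHTS 6-point titration, ~60 µM downward; luminescence read.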
RORg inh: ROR gamma (mouse) transcription inhibition. P51450. Drosophila S2 Gal4-RORgamma UAS-luciferase reporter, 20 h. Potency, µM (highest dose often 53.6 µM), for inactives: at the highest dose activity change, negative = inhibition, most hits filed as inhibitors. 5.4% of 310,000 active. AID 2551; note: % is set by controls: 0 for no effect and ±100 for the full control effect; nearly all actives have a fitted effect of over 60% in size
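Drosophila Schneider cells stably carrying a metallothionein-driven Gal4 DBD–ROR gamma fusion and a UAS-Photinus luciferase reporter were exposed to compound for 1 hr, then induced with copper sulfate (700 uM final) for 20 hr at ambient temperature before luminescence reading.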
CXXC DNA block: blocks binding of human MLL CXXC domain to DNA | Q03164 | Potency, µM (series often up to 115 µM), inactives show at the highest dose activity change, negative = inhibition, hits mostly inhibitors | MLL-CXXC / FITC-HOXA9 DNA fluorescence polarization | AID 2662 | 0.037% of 290,000 active; active = well fitted inhibition curve with a large enough effect in the polarisation, with a control signal flat, not every such curve was filed as active; inconclusive = small, poorly fitted or top-dose-only effect, or effect the other way, or a change in a side signal; inactive = no such curve, though single readings can be large or run the other way; the % refers to the polarisation
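Steps: dispense CXXC domain solution (7 uM) → pin compounds or unlabeled HOX-A9 DNA control → 5 min ambient → add FLSN-HOX-A9 solution (50 nM) → spin → 30 min ambient → fluorescence polarization. Tris pH 7.5/NaCl/DTT/BSA buffer.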
Active calls of the source: *; ? = inconclusive; . = no result given. Unless noted, calls come from the whole dose curve; as a rule, active = well fitted curve in the direction sought with a large enough effect; inconclusive = small, poorly fitted or top-dose-only effect, or another doubt; inactive = no such curve, though single readings can be large; an effect the other way counts as inactive or inconclusive. Potency is the fitted concentration of half-maximal effect. This is a subset. The share of hits here may be higher or lower than overall.

#1 COc1cc(/C=N/NC(=O)C(Cc2c[nH]c3ccccc23)NC(=O)OCC(C)C)cc([N+](=O)[O-])c1OCc1ccccc1 (stereo not given)
#2 O=C(NC(Cc1ccccc1)C(=O)O)c1ccccc1 (stereo not given)
#3 Cc1cccc2cc(C3CC(c4ccco4)=NN3S(=O)(=O)c3ccccc3)c(Cl)nc12 (stereo not given)
#4 CC(C)C(NC(=O)c1ccc2c(c1)OCO2)C(=O)N/N=C/c1cccs1 (stereo not given)
#5 Cc1cc(C)n(CC(=O)O)c(=O)c1[N+](=O)[O-]
#6 Cc1ccc(S(=O)(=O)CC(=O)N2CCN(c3cccc(C(F)(F)F)c3)CC2)cc1
#7 CC(C)CC(=O)NCC(C)NC(=O)CC(C)C (stereo not given)
#8 COc1cc(OC)cc(C(=O)NC2CC3CCC(C2)N3C)c1 (stereo not given)

| screen / no. | 1 | 2 | 3 | 4 | 5 | 6 | 7 | 8 |
| --- | --- | --- | --- | --- | --- | --- | --- | --- |
| BRCA1 expr act | -23% | 0% | -13% | 33% | -15% | -19% | 5% | 4% |
| uPA generation | -4% | 6% | 1% | 0% | 5% | 10% | 3% | 5% |
| MBNL1 CUG block | 8% | 2% | 1% | 5% | -7% | 4% | -8% | . |
| NPC1 promoter act | -4% | -3% | -2% | 1% | -1% | 0% | 3% | -3% |
| p53 reactivation | -1% | 5% | -5% | -3% | 3% | -16% | -12% | 2% |
| ELG1 genotoxic | -2% | 0% | 1% | 2% | 0% | -5% | -2% | 0% |
| Rab9 promoter act | -7% | 2% | -5% | 0% | 0% | 4% | 3% | -3% |
| VP16 counter | 2% | -1% | -2% | -3% | -5% | -14% | -14% | . |
| FLuc modulator | 3% | -11% | 0% | -2% | 0% | 7% | -2% | 4% |
| RORg inh | 5% | 9% | -1% | -11% | 0% | ? | -3% | . |
| CXXC DNA block | 1% | -8% | 3% | -3% | -3% | 15% | -3% | . |

#9 N#CC1=C(N)Oc2cc(N)ccc2C1c1cccnc1 (stereo not given)
#10 COCCCNC(=O)Cc1coc2ccc3ccccc3c12
#11 Cc1cccc(NC(=S)Nn2cnnc2)c1C
#12 O=C(C1CCN(S(=O)(=O)c2cccc3nsnc23)CC1)N1CCc2ccccc2C1
#13 CCCNC(=O)Nc1ccsc1C(=O)OC
#14 CC1CCCCN1C(=O)C(Cc1ccccc1)N1C(=O)C2CCCCC2C1=O (stereo not given)
#15 CC1CCC(NC(=O)c2cc3c(s2)CCCC3)CC1 (stereo not given)
#16 COc1ccc(CCNC(=O)c2ccc3ccccc3n2)cc1

| screen / no. | 9 | 10 | 11 | 12 | 13 | 14 | 15 | 16 |
| --- | --- | --- | --- | --- | --- | --- | --- | --- |
| BRCA1 expr act | -20% | -13% | -4% | -24% | 2% | -12% | 4µM* | 58% |
| uPA generation | -9% | 7% | -1% | 3% | 3% | 2% | 2% | 4% |
| MBNL1 CUG block | 19% | 4% | -13% | ? | -4% | 5% | . | 5% |
| NPC1 promoter act | -4% | -5% | 5% | 0% | -4% | -3% | ? | 6% |
| p53 reactivation | -2% | -3% | ? | -21% | -2% | 1% | ? | 19% |
| ELG1 genotoxic | 0% | 3% | -2% | -24% | 0% | 0% | ? | 18µM* |
| Rab9 promoter act | -12% | -3% | -4% | -3% | -5% | 1% | ? | 22% |
| VP16 counter | -13% | -15% | ? | -2% | 4% | 3% | . | -8% |
| FLuc modulator | 3% | -7% | -13% | 0% | 8% | -2% | 12µM* | ? |
| RORg inh | 1% | 17% | ? | 34% | -7% | -26% | . | 2% |
| CXXC DNA block | 9% | 0% | -2% | 3% | 11% | 1% | . | -9% |

A different layout for part of the listing above.
No.	SMILES	BRCA1 expr act	uPA generation	MBNL1 CUG block	NPC1 promoter act	p53 reactivation	ELG1 genotoxic	Rab9 promoter act	VP16 counter	FLuc modulator	RORg inh	CXXC DNA block
14	CC1CCCCN1C(=O)C(Cc1ccccc1)N1C(=O)C2CCCCC2C1=O (stereo not given)	-12%	2%	5%	-3%	1%	0%	1%	3%	-2%	-26%	1%
15	CC1CCC(NC(=O)c2cc3c(s2)CCCC3)CC1 (stereo not given)	4µM*	2%	.	?	?	?	?	.	12µM*	.	.

The listing picks up; the four compounds before the break are reprinted first.
#13 CCCNC(=O)Nc1ccsc1C(=O)OC
#14 CC1CCCCN1C(=O)C(Cc1ccccc1)N1C(=O)C2CCCCC2C1=O (stereo not given)
#15 CC1CCC(NC(=O)c2cc3c(s2)CCCC3)CC1 (stereo not given)
#16 COc1ccc(CCNC(=O)c2ccc3ccccc3n2)cc1
#17 O=C(COc1ccc(Cl)cc1)Nc1cccc(-c2ccc3nncn3n2)c1
#18 COCCSc1ccccc1C(=O)Nc1nnc(COC)s1
#19 Cc1ccc(C(=O)Nc2cccc(N(C)S(C)(=O)=O)c2)cc1S(=O)(=O)Nc1ccccc1
#20 Cc1ccc(S(=O)(=O)N(C)c2ccc(C(=O)N3CCc4ccccc4C3)cc2)cc1
#21 N/C(=N\c1nc(CSc2ccc(Cl)cc2)cc(=O)[nH]1)Nc1cccc2ccccc12
#22 Cc1cccc(N(C)Cc2nnc(-c3cccc(Br)c3)o2)c1
#23 CCC(Oc1ccccc1)C(=O)Nc1cc(Cl)ccc1-n1cncn1 (stereo not given)
#24 Cc1ccc(CNC(=O)CS(=O)Cc2nc(-c3ccccc3F)oc2C)cc1 (stereo not given)

| screen / no. | 13 | 14 | 15 | 16 | 17 | 18 | 19 | 20 | 21 | 22 | 23 | 24 |
| --- | --- | --- | --- | --- | --- | --- | --- | --- | --- | --- | --- | --- |
| BRCA1 expr act | 2% | -12% | 4µM* | 58% | -28% | -3% | -5% | -22% | -50% | 0% | -15% | 0% |
| uPA generation | 3% | 2% | 2% | 4% | -1% | . | 8% | -1% | 4% | -1% | 2% | 2% |
| MBNL1 CUG block | -4% | 5% | . | 5% | 16% | 5% | -27% | -4% | 5% | -9% | . | 6% |
| NPC1 promoter act | -4% | -3% | ? | 6% | -4% | -1% | 3% | -4% | -8% | -4% | -5% | -3% |
| p53 reactivation | -2% | 1% | ? | 19% | -2% | -5% | -1% | -3% | 0% | -4% | -10% | -8% |
| ELG1 genotoxic | 0% | 0% | ? | 18µM* | 2% | 0% | -9% | -9% | 3% | -5% | 1% | 0% |
| Rab9 promoter act | -5% | 1% | ? | 22% | -3% | -3% | -3% | -10% | -6% | -1% | -1% | 0% |
| VP16 counter | 4% | 3% | . | -8% | -6% | -1% | 20% | 2% | 1% | 1% | . | ? |
| FLuc modulator | 8% | -2% | 12µM* | ? | ? | -2% | -3% | -12% | 8% | -2% | 5% | 0% |
| RORg inh | -7% | -26% | . | 2% | -2% | 8% | ? | -1% | -34% | -11% | . | -22% |
| CXXC DNA block | 11% | 1% | . | -9% | -4% | 5% | 2% | -8% | 29% | 2% | . | 4% |

#25 CCOC(=O)N1CCN(Cc2nc3cc(NC(=O)c4cccs4)ccc3n2C)CC1
#26 COCCN1Cc2cc3cc(C)ccc3nc2SC1=Nc1ccc(OC)cc1
#27 Cc1oc2cc(O)ccc2c(=O)c1Oc1ccccc1Br
#28 O=C1CCN(c2ncccc2[N+](=O)[O-])CC1
#29 CC(=O)Nc1cccc(-c2nnc3c4ccccc4c(C)nn23)c1
#30 O=C(COc1ccc(Cl)cc1)Nc1ccc(Cl)cn1
#31 CCOC(=O)C1=C(CC)Nc2ccccc2N=C1NC(=O)c1ccc(C)c(S(=O)(=O)N2CCOCC2)c1
#32 CCc1ccc2c(c1)cc(CN(C(=S)Nc1ccccc1C)C1CC1)c1nnnn12

| screen / no. | 25 | 26 | 27 | 28 | 29 | 30 | 31 | 32 |
| --- | --- | --- | --- | --- | --- | --- | --- | --- |
| BRCA1 expr act | -19% | -2% | 0% | 0% | . | 0% | -17% | -4% |
| uPA generation | 0% | 6% | 12% | 0% | . | 1% | -16% | 0% |
| MBNL1 CUG block | -9% | 10% | 7% | 22% | 20% | -4% | . | -4% |
| NPC1 promoter act | 0% | -3% | -2% | -4% | 2% | ? | -1% | 7% |
| p53 reactivation | -8% | 3% | -2% | 1% | 3% | ? | -4% | -6% |
| ELG1 genotoxic | 0% | -2% | -10% | 0% | 6% | ? | 0% | 4% |
| Rab9 promoter act | 0% | -2% | -2% | -2% | -5% | ? | 2% | 0% |
| VP16 counter | 5% | 11% | 0% | -10% | -2% | 14% | . | -7% |
| FLuc modulator | 2% | -1% | -15% | 2% | -7% | 12µM* | 2% | -2% |
| RORg inh | 24% | 3% | ? | -5% | 3% | ? | . | ? |
| CXXC DNA block | -4% | 3% | -1% | 10% | -7% | -4% | . | -6% |
